# Screening results (PubChem BioAssay)
# uPA generation = cell surface uPA generation inhibition; hit rate 0.31% among 330,000; Potency, µM (doses to about 38.3 µM), for inactives: top-dose activity change, negative = inhibition, hits mostly inhibitors; cell surface uPA generation assay, qHTS; active = well fitted inhibition curve with a large enough effect; inconclusive = small, poorly fitted or top-dose-only effect; inactive = no such curve, though single readings can be large or run the other way; tested in mouse RAW 264.7 cells; also: potency is read from the fitted curve at half-maximal effect; % is scaled to controls: 0 for no effect and ±100 for the full control effect; nearly all actives have a fitted effect of over 55% in size
# B2AR arrestin = beta2AR (human) beta-arrestin recruitment activity | P07550 | beta-arrestin recruitment to beta2AR, cell-based reporter | Potency, µM (highest dose often 46.1 µM), for the others: at the highest dose activation, usual class: activators | hit rate 0.02% among 330,000;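 also: potency is read from the fitted curve at half-maximal effect; 0% = DMSO controls and full agonism = EC100 isoproterenol or metaproterenol; nearly all actives have a fitted effect of over 65% in size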
# Target sequence (P07550 whole entry, looked up): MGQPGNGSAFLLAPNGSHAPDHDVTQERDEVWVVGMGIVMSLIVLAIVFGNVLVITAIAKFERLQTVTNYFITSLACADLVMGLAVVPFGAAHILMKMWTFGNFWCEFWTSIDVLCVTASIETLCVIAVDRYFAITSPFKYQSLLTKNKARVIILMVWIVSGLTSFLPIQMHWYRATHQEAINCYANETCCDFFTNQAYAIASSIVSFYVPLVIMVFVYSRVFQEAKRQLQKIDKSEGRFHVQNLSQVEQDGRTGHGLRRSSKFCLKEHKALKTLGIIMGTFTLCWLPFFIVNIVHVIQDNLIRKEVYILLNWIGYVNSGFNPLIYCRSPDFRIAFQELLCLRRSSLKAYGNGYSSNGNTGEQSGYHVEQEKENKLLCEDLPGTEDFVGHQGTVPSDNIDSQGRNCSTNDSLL
# BRCA1 expr act = BRCA1 expression activation; MCF7-BRCA1-FFLuc reporter, luminescence, 48 h; response scale: scaled: vehicle 0%, 10 µM genistein 100%; Potency, µM (doses to about 46.1 µM), without a hit: at the highest dose activation, actives largely listed as activators; hit rate 1.1% among 380,000; also: potency is read from the fitted curve at half-maximal effect; nearly all actives have a fitted effect of over 80% in size; some results filed as inactive show a strong effect at the top dose
#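 Quantitative HTS in MCF7 cells stably reporting BRCA1 expression via firefly luciferase. Compound treatment lasts 48 h at 37 °C in phenol-red free MEM. Activation is expressed relative to genistein at 10 microM and DMSO.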
# USP2a block = blocks human ubiquitin-specific protease USP2a | O75604 | USP2 core, Ub-CHOP2 coupled fluorogenic reporter, 485/531 | Potency, µM (doses to about 38.3 µM), for the others: at the top dose activity change, negative = inhibition, actives largely listed as inhibitors | hit rate 0.01% among 330,000;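 also: potency is read from the fitted curve at half-maximal effect; plate controls were DMSO wells for no effect and full inhibition by NEM control for full effect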
# Target sequence (O75604 whole entry, looked up): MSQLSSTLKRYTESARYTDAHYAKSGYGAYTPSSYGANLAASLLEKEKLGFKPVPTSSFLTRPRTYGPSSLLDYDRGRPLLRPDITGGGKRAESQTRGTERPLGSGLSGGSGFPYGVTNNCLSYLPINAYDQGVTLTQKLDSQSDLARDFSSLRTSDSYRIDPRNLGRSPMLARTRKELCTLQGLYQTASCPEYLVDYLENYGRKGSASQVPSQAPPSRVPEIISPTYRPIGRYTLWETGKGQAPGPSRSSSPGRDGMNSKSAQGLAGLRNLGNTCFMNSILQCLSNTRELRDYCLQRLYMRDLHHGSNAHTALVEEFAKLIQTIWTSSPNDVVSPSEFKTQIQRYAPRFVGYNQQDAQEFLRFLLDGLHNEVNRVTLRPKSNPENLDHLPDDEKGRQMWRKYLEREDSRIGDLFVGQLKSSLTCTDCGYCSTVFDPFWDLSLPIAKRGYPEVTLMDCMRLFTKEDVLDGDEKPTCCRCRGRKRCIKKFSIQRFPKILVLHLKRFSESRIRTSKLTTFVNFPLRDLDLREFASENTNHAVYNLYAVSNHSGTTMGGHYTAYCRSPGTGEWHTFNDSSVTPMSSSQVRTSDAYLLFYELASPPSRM
#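 Deubiquitinase activity read as fluorescence (485/531 nm) after Ub-CHOP2 cleavage activates the enterokinase reporter on its substrate; USP2 core 10nM, Ub-CHOP2 and substrate 25nM each, 30min compound preincubation then 60min RT; data normalized to NEM, curves fitted.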
# TRPV1 agonist = activates the human vanilloid receptor TRPV1. Q8NER1. activation, % at 8.33 µM. TRPV1-expressing cells, Fluo-8 calcium influx, agonist mode. hit rate 0.19% among 320,000; in the data active = activation above about 80%; inconclusive = between about 30% and that limit; also: 0% is about no effect
#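 Fluo-8 calcium influx in TRPV1-expressing cells, kinetic read (ex 480/em 520 nm). Compound added and read 3 min for agonist activity, followed by capsaicin at EC20 final and 2 min further read for enhancement.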
# Eya2 inh = inhibitors of human Eya2 phosphatase activity; AID 488837; Potency, µM (series often up to 76.9 µM), for inactives: at the top dose activity, negative = inhibition, usual class: inhibitors; hit rate 0.006% among 330,000; O00167; recombinant Eya2, OMFP fluorescence dephosphorylation (OMFP is methylfluorescein phosphate); also: potency is read from the fitted curve at half-maximal effect; % is scaled to controls: 0 for no effect and ±100 for the full control effect
#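 Eya2 protein (added as 0.2 uM solution) was preincubated with compound for 10 min at ambient temperature in 50 mM HEPES pH 7.5, 50 mM NaCl, 5 uM MgCl2, 0.05% BSA, 1 mM DTT. OMFP (added at 50 uM) then reacted 10 min; fluorescence read at 485/525 nm.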
# p53 reactivator = re-activators of mutant p53. Potency, µM (top dose mostly 92.2 µM), without a hit: at the highest dose activity change, positive = activation, most hits filed as activators. H1299 p53-A138V BP100-luciferase reporter, luminescence, 24 h. hit rate 0.063% among 320,000. AID 504706; also: potency is read from the fitted curve at half-maximal effect; % of control where 0% means no effect; nearly all actives have a fitted effect of over 45% in size
#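 p53-null H1299 cells stably carrying temperature-sensitive p53-A138V and a BP100-luciferase reporter were pinned with compounds (4-point, 1:5 series) and held 24 hrs at 37 deg C. Luminescence was read 10 min after detection reagent.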
# S-ASM inh = inhibitors of human secretory acid sphingomyelinase; P17405; placental ASM, HMU-PC fluorogenic substrate, 60 min; Potency, µM (doses to about 57.5 µM), inactives show at the top dose activity change, negative = inhibition, most hits filed as inhibitors; hit rate 0.006% among 340,000; also: potency is read from the fitted curve at half-maximal effect
#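 Human placenta-derived ASM preincubated with compound 10 min at room temperature, then reacted with 9 uM (final) fluorogenic HMU-PC substrate for 60 min at 37 C. Stop solution raises pH to 10; fluorescence read at Ex 386/Em 447 nm.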
# TSG101-PTAP inh = blocks PTAP/TSG101 interaction to inhibit HIV-1 budding. Q99816. AID 493005. Potency, µM (titrated, usually from 115 µM), inactives show at the highest dose activity change, negative = inhibition, actives largely listed as inhibitors. Fluorescence polarization, FITC-PTAP peptide / Tsg101 binding. 340,000 tested, under 10 active; active = well fitted inhibition curve with a large enough effect in the main read-out, with a control signal flat, not every such curve was filed as active; inconclusive = small, poorly fitted or top-dose-only effect, or effect the other way, or a change in a side signal; inactive = no such curve, though single readings can be large or run the other way; also: potency is read from the fitted curve at half-maximal effect; % of control where 0% means no effect
#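 Fluorescence anisotropy tracks displacement of a FITC-tagged PTAP peptide (50 nM) from the Tsg101 binding domain (10 uM), following a 20 min room-temperature incubation at pH 7.5.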
# a7 integrin act = activators of alpha7 integrin expression for muscular dystrophy. hit rate 0.064% among 350,000. Potency, µM (top dose mostly 38.3 µM), inactives show top-dose activation, hits mostly activators. AID 624291. alpha7betagal myoblasts, beta-gal FDG fluorescence, 48 h;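 also: potency is read from the fitted curve at half-maximal effect; 100% = response of the positive control SU9516; nearly all actives have a fitted effect of over 60% in size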
#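 Alpha7betagal+/- myoblasts (passage 13) were plated 16-24 hr, then exposed to compounds (1:260 dilution of DMSO stock) for 48 hours at 37C. After MPER lysis, β-galactosidase reporter activity was read as FDG fluorescence (ex 480/em 540) after 30 minutes.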
# ELG1 genotox = induces genotoxicity in HEK293T cells with luciferase-tagged ELG1; HEK293T ELG1-luciferase reporter, luminescence, 16 h; Potency, µM (highest dose often 46 µM), inactives show at the highest dose activity change, positive = activation, usual class: activators; hit rate 1.3% among 330,000; also: potency is read from the fitted curve at half-maximal effect; % of control where 0% means no effect; nearly all actives have a fitted effect of over 60% in size
#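 16 hr compound incubation (37 °C, 5% CO2) of HEK293T cells carrying luciferase-tagged ELG1; luciferase then measured by ONE-Glo luminescence after 30 min at RT.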
# Numbers without * were called inactive; ? = inconclusive; / = not tested or not shown; & = joins results of further samples; [ ] = another dose, or the depositor's remark. Unless noted, calls follow the shape of the dose curve; as a rule, active = well fitted curve in the direction sought with a large enough effect; inconclusive = small, poorly fitted or top-dose-only effect, or another doubt; inactive = no such curve, though single readings can be large; an effect the other way counts as inactive or inconclusive.
SMILES,uPA generation,B2AR arrestin,BRCA1 expr act,USP2a block,TRPV1 agonist,Eya2 inh,p53 reactivator,S-ASM inh,TSG101-PTAP inh,a7 integrin act,ELG1 genotox
Cc1cc2cc(CNC(=O)C(C)Oc3ccccc3)ccc2n1C (stereo not drawn),-13%,-0.6%,-2%,7%,23,?,-1%,-1%,-1%,8%,0%
COCC(=O)Nc1cc(=O)n(C)c(=O)n1C,4%,-0.8%,2%,2%,-5,4%,-5%,-2%,-12%,3%,-7%
CCCCOCCCNC(=O)CCCOc1ccccc1,3%,0.2%,-21%,6%,8,1%,9%,3%,-7%,7%,1%
O=C(CN(C(=O)CCC(=O)Nc1nccs1)c1ccc2c(c1)OCO2)NCC1CCCO1 (stereo not drawn),-6%,-0.5%,-18%,3%,1,2%,2%,4%,-3%,21%,2%
CCOc1ccc(NC(=O)CCc2nnc3ccc(N4CCC5(CC4)OCCO5)nn23)cc1,3%,-1.1%,23%,0%,-1,-10%,-3%,-1%,-4%,11%,2%
CC1CCCN(c2ccc(/C=C(\C#N)c3nn(-c4ccccc4)c(N)c3C#N)cc2[N+](=O)[O-])C1 (stereo not drawn),-2%,0.0%,-39%,-2%,-2,9%,3%,-22%,-4%,1%,-6%
CS/C(=C\C(=O)c1ccco1)Nc1ccccc1Cl,-3%,0.1%,-62%,-5%,12,4%,6%,-3%,-3%,-29%,3%
COC(=O)C1=C(C)N(Cc2ccccc2)C(=NCc2cccc(Cl)c2)N[C@H]1c1cccc(F)c1,?,-0.2%&-0.2%,-81%,-1%&-7%,?,9%&-11%,-16%,-13%,-8%,-39%,-11%
COCCCNC(=O)C(F)(F)C(F)(F)C(=O)NCCCOC,-4%,0.4%,-3%,-2%,-1,5%,0%,4%,-4%,-8%,-1%
Cc1ccc(OCC(=O)OCC(=O)Nc2sccc2C(N)=O)cc1C,1%,-0.6%,7%,-6%,1,-5%,4%,4%,-19%,17%,1%
O=c1oc(-c2ccccc2NS(=O)(=O)c2ccccc2)nc2ccccc12,0%,-0.3%,-21%,-1%,-1,-20%,3%,9%,-2%,34%,0%
Cc1cc(NC(=O)CSc2nc(=O)cc(N)n2-c2ccc(F)cc2)no1,-2%,0.4%,-17%,1%,4,3%,5%,4%,/,-54%[inhibitor],-2%
Cc1ccc(-c2nnn(CC(=O)NC3CCCc4ccccc43)n2)cc1 (stereo not drawn),3%,-0.3%,10%,1%,1,8%,10%,1%,-4%,17%,1%
COC(=O)C1=C(C)NC(C)=C(C(=O)OC)C1c1cc2ccc(C)cc2[nH]c1=O,-2%,-1.1%,-84%,-1%,20,-4%,-7%,17%,-6%,-2%,6%
CC/C(=N\NC(=S)NC(C)C)c1ccc(OC(F)F)cc1,-5%,8.8%,-39%,-1%,23,-2%,0%,2%,-4%,8%,-10%
Cc1cc(C(=O)Nc2nc3c(s2)CCCC3)cs1,/,0.1%,?,0%,?,-4%,?,0%,-3%,1%[7.66 µM],?
CC(=O)N1CCN(S(=O)(=O)c2cccc(C(=O)Nc3ccccc3N3CCCCC3)c2)CC1,-5%,-0.1%,-48%,2%,?,-25%,-2%,0%,0%,26%,-6%
Cc1cc(C)cc(Oc2c(C(F)(F)F)oc3cc(OCC(=O)O)ccc3c2=O)c1,-8%,-0.6%,-5%,-11%,1,3%,-3%,15%,-5%,4%,-1%
N#Cc1ccc(NC(=O)Cn2cnc([N+](=O)[O-])c2)cc1,5%,-0.7%,-6%,0%,-4,10%,-1%,1%,-1%,13%,-12%
CC(C)CCNC(=O)C(c1cccnc1)N(Cc1ccccc1)C(=O)Cn1nnc2ccccc21 (stereo not drawn),-2%,/,-28%,/,/,/,/,-3%,0%,6%,/
CCn1c(=O)c2c(nc3n2CCCN3CCc2ccccc2)n(C)c1=O,5%,-0.4%,-25%,-7%,10,7%,-4%,0%,-1%,-12%,-7%
CCOc1ccc(N=C2NC(=O)/C(=C/C(=O)OC)S2)cc1,-5%,-0.8%,-37%,1%,3,-7%,-1%,0%,1%,0%,1%
COc1ccc(C(=O)Nc2c(F)c(F)c(F)c(F)c2F)c(OC)c1,-3%,0.1%,15%,-1%,0,17%,-1%,3%,-4%,6%,10%
CCOc1ccc(CC(=O)Nc2sc(Cc3ccccc3)cc2C(N)=O)cc1OCC,/,-0.3%,5%,3%,-3,-9%,-8%,1%,-11%,14%,-4%
Cc1cc(C)c([N+](=O)[O-])cc1-c1ccc(/C=N/NC(=O)c2nonc2N)o1,2%,0.2%,29%,2%,2,-26%,2%,-14%,2%,9%,9%
CC(=O)c1ccc(OCCCC(=O)Nc2cccc(S(=O)(=O)N3CCCCCC3)c2)cc1,-4%,-0.6%,-26%,0%,/,-11%,-4%,-6%,-2%,-35%,-4%
N#C/C(C(=O)Oc1ccccc1)=C1\C=Cc2ccccc2N1,13%,6.3%,14%,0%,-1,13%,0%,74%[activator],?,-6%,1%
COCCNc1oc(-c2ccc(Cl)cc2)nc1C#N,-8%,3.5%,5.6µM*,3%,12,-10%,13%,16%,-2%,7%,?
COc1ccc(Cn2c(C)nc3oc4cc(OC)ccc4c(=O)c3c2=O)cc1,1%,-4.7%,-8%,1%,-4,21%,0%,4%,-3%,13%,3%
O=C(CNC(=O)c1ccc(Cl)cc1)OCc1nc2ccccc2s1,7%,-0.4%,7%,0%,21,-7%,5%,-2%,1%,-5%,-2%
Cc1ccc2c(c1)nnn2C1CCN(CC(=O)N2CCN(c3ccc(F)cc3)CC2)CC1,-10%,-0.2%,-37%,1%,4,-16%,-3%,2%,-3%,10%,-11%
CCCc1ccc(-c2csc(NC(=O)Cc3cccs3)n2)cc1,5%,-0.6%,-6%,5%,2,3%,-4%,7%,-10%,1%,0%
O=C(c1cc(-c2ccc(O)cc2)on1)N1CCN(c2ccc(F)cc2)CC1,0%,0.3%,-28%,-3%,16,-9%,1%,-8%,-3%,-6%,-3%
COc1ccc(Sc2nc(-c3ccccc3)ncc2OC)cc1,0%,0.5%,5%,2%,15,11%,-1%,-11%,-2%,-8%,0%
CSc1ncc(Cl)c(C(=O)Nc2ccc(C)c(C)c2)n1,-6%,-0.3%,-36%,-2%,?,-12%,18%,-8%,5%,-17%,-1%
O=C(Nc1cccc(F)c1)C1CCCN(S(=O)(=O)c2cccc3cccnc23)C1 (stereo not drawn),2%,-0.3%,-12%,-1%,5,2%,-9%,-6%,-1%,-25%,-10%
Cc1ccc(-n2c(C)cc(C(=O)CN3CCCCC3)c2C)cc1,-5%,-0.7%,26%,0%,-1,-12%,?,-1%,-1%,-34%,12%
O=C(Nc1ccc(F)c([N+](=O)[O-])c1)c1cccs1,?,0.3%,-21%,0%,8,-15%,?,-1%,-7%,-57%[inhibitor],-2%
Cc1c(OCC(=O)NCc2cccnc2)ccc2c3c(c(=O)oc12)CCCC3,-1%,-0.1%,14%,2%,1,3%,8%,-2%,1%,3%,10%
C[C@@H]1CN([C@H](C)CO)C(=O)c2cc(NC(=O)Nc3ccc(C(F)(F)F)cc3)ccc2O[C@H]1CN(C)Cc1ccc(Cl)c(Cl)c1,-14%,0.0%,-1%,-1%,/,-11%,-14%,?,-8%,-5%,-7%
CCOC(=O)C1(Cc2cccc(Cl)c2)CCCN(C(=O)c2cn[nH]c2)C1 (stereo not drawn),17%,0.0%,-8%,-8%,2,-10%,2%,-3%,/,-46%[inhibitor],-3%
O=C(O)C1CC(=O)N(c2ccc3c(c2)OCCO3)C1 (stereo not drawn),2%,-0.9%,-7%,3%,5,9%,7%,5%,-1%,-49%[inhibitor],1%
O=S(=O)(c1ccccc1)c1nc(-c2ccco2)oc1N1CCOCC1,-1%,-0.1%,-6%,2%,0,-11%,-4%,4%,-2%,1%,2%
COc1ccc(-c2csc(/C(C#N)=C/Nc3ccc4c(c3)OCCO4)n2)cc1,20%,-0.5%,-20%,9%,-1,13%,-5%,6%,-2%,0%,-10%
COc1ccc(N(CC(=O)Nc2ccccc2C(=O)N2CCCC2)S(=O)(=O)c2ccccc2)cc1,-3%,-0.1%,-39%,-2%,4,9%,-14%,/,-1%,11%,-15%
CN=C(Nc1ccc2c(c1)OCO2)SC1CC(=O)N(c2ccccc2)C1=O (stereo not drawn),/,-1.0%,1%,-2%,1,0%,-15%,?,-4%,28%,-5%
